Screening data as filed in PubChem BioAssay.
GalR3 antag – blocks the human galanin receptor 3; O60755; HEK293 GalR3-CNG cAMP membrane potential fluorescence; galR3 body fused to GalR1 C-terminus; inhibition, % at 3 µM; actives 0.44% (n = 360,000); AID 651719;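 active = inhibition above the screen-wide average plus 3 SD, cut at about 13% in these data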;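 also: forskolin and galanin both at EC90 stimulate the cells; cAMP rise reported by CNG channel membrane potential dye signal; 0% = forskolin plus galanin with DMSO and 100% = forskolin alone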
Target sequence (O60755 1-299 limits assumed): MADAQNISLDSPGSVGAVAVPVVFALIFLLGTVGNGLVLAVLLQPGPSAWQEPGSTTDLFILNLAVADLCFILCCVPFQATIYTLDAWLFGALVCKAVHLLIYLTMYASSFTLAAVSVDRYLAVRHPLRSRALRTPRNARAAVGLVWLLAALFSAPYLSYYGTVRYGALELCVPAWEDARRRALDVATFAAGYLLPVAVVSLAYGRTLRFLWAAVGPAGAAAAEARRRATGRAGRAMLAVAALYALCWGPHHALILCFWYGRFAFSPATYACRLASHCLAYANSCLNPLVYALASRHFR
CRFR2-BP antag – antagonists of CRF-binding protein/CRF-R2 receptor complex; actives 0.59% (n = 350,000); inhibition, % at 11.8 µM; AID 588475; HEK293 CRF-R2/CRF-BP, CRF-induced calcium fluorescence;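 active = inhibition of the ligand-induced calcium signal above about 50% at the single tested concentration, limit read from the data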
CRFBP-R2 agonist – agonists of human CRF-binding protein/CRF-R2 receptor complex | HEK293 CRF-R2/CRF-BP, calcium dye fluorescence (FLIPR); percent of saturating CRF peptide response | activation, % at 13.2 µM | actives 0.46% (n = 350,000) | AID 588473;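 active = activation of at least 50%, plus an integration ratio under a set limit after plate pattern correction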;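 also: plate controls were neutral control wells without compound for no effect and CRF at EC100 for full effect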
An asterisk follows results filed as active.

SMILES	GalR3 antag	CRFR2-BP antag	CRFBP-R2 agonist
COc1cc(-c2cc(=O)c3c(C)cc(O)cc3o2)cc(OC)c1OC	-4	5	-1.7
O=C1NC(Cc2ccccc2)c2nc3cc(Cl)ccc3c(=O)n2-c2ncccc21 (centres undefined)	-4	5	-0.2
Cc1cccc(OCC(=O)Nc2ccc(C(=O)Nc3ccccc3C(=O)O)cc2)c1	4	13	-1.4
O=C1NC[C@H](c2ccccc2)N(CCC23CC4CC(CC(C4)C2)C3)C1=O	-6	-4	0.0
N=c1c2ccccc2nc2n1CCCCCCCCCCC2	-6	-7	-0.2
O=S(=O)(Nc1ccccc1Cl)c1ccc(-c2ccccn2)s1	-1	1	-1.6
CC1CCCCN1CCCNC(=O)c1ccc2c(c1)NC(=O)CN2C (centres undefined)	-8	8	-0.2
CC(=O)Nc1ccc(Nc2cc(C)nc(Nc3ccc(NC(C)=O)cc3)n2)cc1	4	2	1.6
CC1(c2cccc(Br)c2)NC(=O)N(CC(=O)N2CCN(C(=O)c3ccco3)CC2)C1=O (centres undefined)	-6	1	1.9
CCOc1ccc(NC(=O)COC(=O)CNC(=O)c2ccc(-c3ccccc3)cc2)cc1	-2	-1	-0.9
O=C(C=Cc1cccs1)c1cccs1	-4	-13	-0.8
CC(C)n1ncc2c(C(=O)Nc3cccc(S(=O)(=O)N(C)C)c3)cc(C3CC3)nc21	-3	-16	0.2
CC(Oc1ccc(F)cc1)C(=O)N(CCC1=CCCCC1)c1c(N)n(Cc2ccccc2)c(=O)[nH]c1=O (centres undefined)	-5	-13	-0.2
CCOC(=O)c1c(C)[nH]c(C(=O)C(C)OC(=O)c2cnc(C)cn2)c1C (centres undefined)	-4	-9	-0.1
N#Cc1cnn(-c2cc(Cl)ccc2Cl)c1N	-6	11	6.2
CC(OC(=O)CCN=C1NS(=O)(=O)c2ccccc21)C(=O)NC1CCCCC1C (centres undefined)	6	4	-0.7
O=C(CCCCO)c1ccc(O)c(Cl)c1	-1	-4	2.7
O=C(CSC1=NS(=O)(=O)c2ccccc2N1)Nc1cccc(F)c1	-2	-3	-1.3
C=C1c2c(Cl)ccc(O)c2C(O)=C2C(=O)[C@]3(O)C(O)=C(C(N)=O)C(=O)[C@@H](N(C)C)[C@@H]3[C@@H](O)C12 (some centres undefined)	-3	19	0.5
CCCC1(C2CCCC2)NC(=O)NC1=O (centres undefined)	-7	-2	-3.0
Cc1cc(C(=O)Cn2cnc3cc(F)ccc3c2=O)c(C)n1C1CC1	-4	3	-2.9
NC(=O)c1ncn([C@@H]2O[C@H](CNCc3cccc(OC4CCCC4)c3)[C@@H](O)[C@H]2O)n1	4	-32	-2.0
O=[N+]([O-])c1ccc(NN=Cc2cccc3ccccc23)nc1	-4	-8	6.4
CCc1ccc(CN(C)C(=O)c2cc(COc3cncc(Cl)c3)on2)cc1	-7	6	1.4
COc1cccc(-c2nn(-c3ccc(C)cc3)cc2C(=O)NCC2CCCO2)c1 (centres undefined)	-1	-13	-3.4
O=C(c1ccccc1)c1ccc(C(=O)O)c(C(=O)O)c1	-3	0	0.1
CN1CCC(N(C)C(=O)c2cc(S(=O)(=O)N3CCOCC3)ccc2Cl)CC1	-4	-1	-1.4
O=C(CNc1cccc(S(=O)(=O)N2CCCC2)c1)Nc1ccc(F)c(F)c1	-1	11	2.9
CCCOc1ccc(C(=O)CCC(=O)OC(C)C(=O)Nc2ccc(NC(C)=O)cc2)cc1 (centres undefined)	-1	-4	0.1
CC(=O)c1c(C)[nH]c(C(=O)OCC(=O)N2CCCC2=O)c1C	0	-1	-1.4

In a second layout: results already given
Every second line gives: GalR3 antag | CRFR2-BP antag | CRFBP-R2 agonist
CC(=O)c1c(C)[nH]c(C(=O)OCC(=O)N2CCCC2=O)c1C
  0 | -1 | -1.4
COc1cccc(-c2nn(-c3ccc(C)cc3)cc2C(=O)NCC2CCCO2)c1 (centres undefined)
  -1 | -13 | -3.4
CCCOc1ccc(C(=O)CCC(=O)OC(C)C(=O)Nc2ccc(NC(C)=O)cc2)cc1 (centres undefined)
  -1 | -4 | 0.1

Further results.
SMILES	GalR3 antag	CRFR2-BP antag	CRFBP-R2 agonist
Cc1noc(C)c1COc1cccc(C(=O)N(C)Cc2cccs2)c1	-3	-3	-0.5
CC(OC(=O)CCN1C(=O)C2CC=CCC2C1=O)C(=O)Nc1cccc(Cl)c1 (centres undefined)	-3	-4	0.3
Cc1ccccc1Nc1nc(N)nc(COC(=O)[C@@H](NC(=O)c2c(F)cccc2F)C(C)C)n1	-1	3	-3.2
CCN(CC(=O)NCc1cccs1)S(=O)(=O)c1c(F)cccc1F	1	-3	-0.8
C=CCNc1cc(=O)n(Cc2ccccc2)c(=O)[nH]1	0	-1	0.3
O=C(CCNC(=O)c1ccc([N+](=O)[O-])cc1)NCCC1=CCCCC1	-2	16	-0.6
CN(C(=O)c1cccc(NC(=O)Cc2ccc(NC(=O)C3CCCN(C(=O)CCc4ccccc4)C3)cc2)c1)C1CCCC1 (centres undefined)	-6	-9	0.4
CCc1ccc(N2CC(C(=O)OCC(=O)Nc3ccc(C#N)cc3)CC2=O)cc1 (centres undefined)	-1	8	0.4
CN(C)c1ccc(S(=O)(=O)N2CCC(Cc3ccccc3)CC2)cn1	-3	-1	1.1
Cc1nn(-c2ccccc2)c2c1CC(=O)Nc1ccccc1-2	2	-22	-1.5
C=CCN=C1S/C(=C\N(C)C)C(=O)N1S(=O)(=O)c1ccc(C)cc1	-7	-2	-0.5
CCOC(=O)CC[C@H](NC(=O)Cn1cc(C)c(=O)[nH]c1=O)C(=O)OCC	-5	4	-0.4
CC(OC(=O)C1CCN(c2ccc(C(F)(F)F)cn2)CC1)C(=O)Nc1cccc([N+](=O)[O-])c1 (centres undefined)	-2	-6	1.1
O=C1CC2(CCN(C(=O)c3ccc(F)c(F)c3)CC2)Oc2ccccc21	-3	-9	3.8
O=C(COC(=O)Cc1ccccc1F)NCCNC(=O)COC(=O)Cc1ccccc1F	-3	14	-1.4
CCCCn1c(N)c(N(CC(C)C)C(=O)c2ccc(-c3ccc(C(C)=O)cc3)o2)c(=O)[nH]c1=O	-3	-1	0.4
CC(=O)c1ccccc1-c1csc2ncnc(Sc3nnnn3C)c12	-2	1	-1.6
COc1ccc(C(=O)Nc2ncc(C)s2)cc1S(=O)(=O)N1CCOCC1	-1	-1	-0.5
CN(C(=O)CSc1ncnc2sc3c(c12)CCC3)C1CCS(=O)(=O)C1 (centres undefined)	-4	-4	-1.4
CCc1noc(C)c1C(=O)NCCc1ccc(S(N)(=O)=O)cc1	-2	-1	-1.5

Rewritten field by field: two of the compounds above
> C=CCN=C1S/C(=C\N(C)C)C(=O)N1S(=O)(=O)c1ccc(C)cc1
  GalR3 antag: -7 | CRFR2-BP antag: -2 | CRFBP-R2 agonist: -0.5
> CCOC(=O)CC[C@H](NC(=O)Cn1cc(C)c(=O)[nH]c1=O)C(=O)OCC
  GalR3 antag: -5 | CRFR2-BP antag: 4 | CRFBP-R2 agonist: -0.4

2 entries from above, reformatted:
structure | GalR3 antag | CRFR2-BP antag | CRFBP-R2 agonist
CC(OC(=O)C1CCN(c2ccc(C(F)(F)F)cn2)CC1)C(=O)Nc1cccc([N+](=O)[O-])c1 (centres undefined) | -2 | -6 | 1.1
CCOC(=O)CC[C@H](NC(=O)Cn1cc(C)c(=O)[nH]c1=O)C(=O)OCC | -5 | 4 | -0.4

More structures follow.
SMILES	GalR3 antag	CRFR2-BP antag	CRFBP-R2 agonist
O=C(NC1CCC(O)CC1)c1cc(Cl)c2c(c1)OCCO2 (centres undefined)	-5	-3	1.2
O=C(OCC(=O)N1CCN(S(=O)(=O)c2ccccc2)CC1)C1CCC1	-6	11	0.0
CC1CCN(C(=O)c2nc[nH]c2C(=O)N2CCc3ccccc3C2)CC1	-4	0	-0.9
COc1ccc2[nH]c3c(c2c1)CCN1C(=O)C(CC(=O)NCc2ccc(OC)c(OC)c2)C[C@H](C(=O)N(C(C)C)C(C)C)[C@@]31C (some centres undefined)	4	-8	0.6
CC(C)CN(C(=O)CCC(=O)OCc1ccc(Cl)cc1Cl)c1c(N)n(CC(C)C)c(=O)[nH]c1=O	-2	5	0.3
Cc1ccccc1OCCC(=O)OCC(=O)NCCc1ccc(S(N)(=O)=O)cc1	-3	-5	-0.9
CC(C)(C)c1ccc(OCCC(=O)OCC(=O)NC(=O)NC2CCCC2)cc1	6	-22	-0.4
Cc1ccc(S(=O)(=O)NC2CCCCC2)cc1C(=O)N1CCC(C(N)=O)CC1	-6	24	-0.8
O=C(NCc1cccc(Cl)c1)c1cccc(S(=O)(=O)N2CCCCC2)c1	-3	2	1.0
CN(CC(=O)Oc1ccc(-c2nnco2)cc1)S(=O)(=O)c1ccc(F)cc1	-2	11	-0.7
COc1ccc2c(c1)C(c1ccc(Cl)cc1)NC(=O)C2 (centres undefined)	-2	-5	-1.0
O=C(COC(=O)CNC(=O)c1ccco1)Nc1ncc(Cl)cc1Cl	-3	7	-0.2
O=C(CN1C(=O)NC2(CCOc3ccccc32)C1=O)c1cccs1 (centres undefined)	-5	-1	0.3
Cc1ccc(S(=O)(=O)N2CCC[C@H]2C(=O)OCc2cc(=O)oc3cc(C)ccc23)cc1	-5	-4	-0.2
CCCCn1c(N)c(N(CCC(C)C)C(=O)C2CCN(C(=O)c3ccccc3C)CC2)c(=O)[nH]c1=O	-4	7	-1.2
O=C(NCCN1C(=O)S/C(=C/c2cccnc2)C1=O)C1=NN(c2ccccc2)C(=O)CC1	-7	17	-1.6
CCN1C(=O)[C@H]2[C@@H](c3ccc(-c4ccc(C(C)=O)cc4)c(OC)c3)N3CCCC[C@@]3(C(=O)OC)[C@H]2C1=O	-10	-12	0.7
COc1ccccc1-c1n[nH]nc1C1=CC(=O)C[C@H](c2ccc(F)cc2)C1	-5	2	2.2
C=CCC[C@H](Cc1ccc(F)cc1)C(=O)OC[C@@H](C)NC(=O)[C@H](CC=C)CC(=O)NCCO	-5	3	0.6
CCCCn1c(N)c(N(CCC(C)C)C(=O)c2[nH]c(C)c(C(=O)OCC)c2C)c(=O)[nH]c1=O	2	-4	0.8
O=C1c2ccccc2-c2n[nH]c3cccc1c23	-2	-5	20
COCCN(C(=O)c1cc2c(s1)CCCCC2)c1c(N)n(CC(C)C)c(=O)[nH]c1=O	-4	-4	2.4
C[C@H]1CN([C@@H](C)CO)C(=O)c2cccc(NC(=O)Nc3ccc(C(F)(F)F)cc3)c2O[C@@H]1CN(C)S(=O)(=O)c1ccccc1	-2	-6	0.3
CCN(CC)S(=O)(=O)c1ccc(N2CCCC2)c(NC(=O)C2CSC3(C)CCC(=O)N23)c1 (centres undefined)	-2	8	-0.5
COCC(=O)N(C)C[C@H]1N[C@@](C)(C(=O)OC)[C@H]2C(=O)N(Cc3ccccc3)C(=O)[C@@H]12	-3	-2	-0.1
NCCN1CCN2C(=O)CN(C(=O)c3ccccc3)CC12 (centres undefined)	-1	5	-0.2
Oc1ccc2ccc(Cl)cc2c1	0	-2	2.0
O=C1OC(O)c2cccc3cccc1c23 (centres undefined)	-5	-5	0.3
N#Cc1ccc(C(=O)N(Cc2ccco2)c2c(N)n(Cc3ccccc3)c(=O)[nH]c2=O)cc1	-2	-3	-0.2
CSCCC(NC(=O)c1ccco1)C(=O)Nc1cc(C)ccn1 (centres undefined)	-1	-4	-0.3
Nc1nc(-c2ccccc2)c(CC(=O)O)s1	-3	18	-0.8
OC[C@H]1O[C@@H](n2cnc3c(NCc4ccco4)ncnc32)[C@H](O)[C@@H]1O	-6	5	0.2
O=C1NC(=O)C2(C=C(c3ccccc3)C(O)(c3ccccc3)C2)N1 (centres undefined)	-2	1	0.7
COc1ccc(CCC(=O)Nc2ccc(S(=O)(=O)N3CCCC3)cc2)cc1OC	-1	-7	0.2
N#Cc1ccc(CN2CCN(CC(=O)Nc3ccccc3C(=O)NC3CC3)CC2)cc1	-5	-7	0.0
COc1ccc(OC)c(S(=O)(=O)NC(C)c2ccc(-n3ccnc3)cc2)c1 (centres undefined)	-3	-2	-0.2
Cc1cccc(C)c1-c1ccc(CN2C(CC(C)C)C(=O)N(Cc3cn(CC4CCCCC4)nn3)CCS2(=O)=O)cc1 (centres undefined)	-4	-7	2.9
O=C(NN1C(=O)NC2(CCCCC2)C1=O)c1ccc(Cl)s1	-6	1	-0.6
Cn1cnc([N+](=O)[O-])c1Sc1nc(N)nc2c1ncn2C1OC(CO)C(O)C1O (centres undefined)	-7	-17	-0.9
COC(=O)c1ccc(C)c(NC(=O)CSc2nnc3ccccn23)c1	-6	8	-0.7
COc1ccc(CC(=O)OC(C)C(=O)Nc2ccc(S(N)(=O)=O)cc2)cc1 (centres undefined)	-1	-1	-0.9
CCOC(=O)C1CCCN(C(=O)CN2C(=O)NC(C)(c3ccc4ccccc4c3)C2=O)C1 (centres undefined)	0	-1	2.6
CC(C)[C@H](NC(=O)c1ccccc1F)C(=O)Nc1cccc(S(=O)(=O)N2CCOCC2)c1	-4	-5	1.2
COC(=O)C[C@H]1C[C@@H]2c3cc(N(C)C)ccc3O[C@@H]2[C@H](CO)O1	-4	-8	-0.4
CCOc1ccc(NC(=O)c2cccc(S(=O)(=O)Nc3c(C)n(C)n(-c4ccccc4)c3=O)c2)cc1	-5	3	0.6
CN(c1ccccc1)S(=O)(=O)c1cc(C(=O)NCCCn2ccnc2)ccc1Cl	-2	2	-0.6

This is a subset, so the mix of outcomes need not match the whole.
